Source: PubChem (Southern Research Specialized Biocontainment Screening Center)
K1F lysis inhibition = inhibition of K1F phage lysis, E. coli UTI89, bacterial capsule biogenesis inhibitors, alamar blue (AID 488966). E. coli UTI89 K1F phage lysis, alamar blue, 2 h; higher % means a stronger effect. one-dose inhibition, % at 100 µM; IC50 in µM for titrated hits. actives 0.02% (n = 340,000);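 active = phage lysis inhibition, versus mean bacterial control, above a set limit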;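 also: capsule biogenesis inhibitors block K1F phage lysis so surviving cells raise fluorescence; higher fluorescence means more inhibition of phage lysis; actives were called in the ten point dose series up to 300 µM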
NS5 inhibitors = Dengue-2 NS5 methyltransferase inhibitors, primary screen, biochemical, confirmation dose response (AID 588689); Dengue-2 NS5 methyltransferase capping enzyme assay, biochemical; higher % means a stronger effect; Genome polyprotein (Dengue virus type 2 (strain 16681-PDK53)); inhibition, % at 25 µM, or IC50 in µM where a hit was titrated; actives 0.3% (n = 340,000); in the data active = a potency from the dose series
Rac1 GTP hydrolysis = MgcRacGAP GTPase-activating activity inhibitors, confirmation, biochemical, ADP Hunter fluorescence. AID 624330, 2012. Rac GTPase-activating protein 1 (Homo sapiens). MgcRacGAP-stimulated Rac1 GTP hydrolysis, ADP Hunter fluorescence; higher % means a stronger effect; GST-tagged Rac1 F28L mutant substrate. actives 0.6% (n = 340,000). one-dose inhibition, % at 30 µM; IC50 in µM for titrated hits;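 active = first-screen hits whose inhibition reached a set limit at any dose in the follow-up dose series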;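 also: fluorescence reports GDP produced by GAP-driven GTP hydrolysis; strong numbers were not always called active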
NS5 inhibitors pilot replicate = second read-out of NS5 inhibitors, no call of its own (marks repeat the call); inhibition, %; measured here: pilot screen replicate inhibition
* marks the source's active call; other numbers are inactive results; [ ] = another dose, or the depositor's remark.

SMILES	K1F lysis inhibition	NS5 inhibitors	Rac1 GTP hydrolysis	others
COC(=O)c1ccc(NC(=O)CCCN2C(=O)NC(C)(C)C2=O)cc1	1.1%[50 µM]	0.7%	7.6%
Cc1ccc(Cl)c2c1NC(=O)C2=O	5.7%	0.0%	4.7%
Cc1n[nH]c(C)c1S(=O)(=O)N1CCCC(C(=O)O)C1 (stereo not given)	0.5%[50 µM]	9.6%	5.5%
C=CC[C@@H](CC(=O)OC(C)(C)C)C(=O)OC[C@H]1CCCN1C(=O)[C@@H](CC=C)CC(=O)NCCO	1.4%	4.1%	4.2%
OC(c1ccccc1)(c1ccccc1)c1nccc2ccccc12	-1.9%	4.0%	2.1%
O=C(O)C(c1ccccc1)C(O)C1CCCC1 (stereo not given)	-0.5%	8.9%	-2.0%
O=C(Nc1ccc(Cl)c(S(=O)(=O)N2CCOCC2)c1)c1ccncc1	-2.7%	1.2%	-0.1%
CC1CCN(C(=O)COC(=O)c2ccc3c(c2)C(=O)N(Cc2ccco2)C3=O)CC1	0.7%[50 µM]	5.1%	4.9%
O=C(c1ccco1)N1CCN(C(=O)c2cn(-c3ccccc3)nc2-c2ccc(F)cc2)CC1	-0.2%[50 µM]	0.7%	-5.8%
O=C1C(Cl)=C(NCCc2ccccc2)C(=O)c2ccccc21	-6.1%	9.15µM*	218µM*
O=C(COC(=O)[C@@H]1CC(O)CN1S(=O)(=O)c1ccc2c(c1)OCCO2)Nc1cc(F)ccc1F (stereo not given in full)	0.5%[50 µM]	0.0%	3.8%
CCN(C[C@H]1N[C@@](CC)(C(=O)OC)[C@H]2C(=O)N(Cc3ccccc3)C(=O)[C@@H]12)S(=O)(=O)c1ccc(C)cc1	0.0%	4.6%	1.3%
C[C@H](CO)N1C[C@H](C)[C@@H](CN(C)C(=O)Nc2ccc3c(c2)OCO3)Oc2ccc(NC(=O)CCN3CCOCC3)cc2C1=O	1.1%	2.4%	7.2%
CC(=O)N1CCN(C(=O)COC(=O)c2ccc(S(C)(=O)=O)cc2)CC1	2.3%	-6.4%	4.5%
CC(=O)c1cccc(NC(=O)COC(=O)CCC(=O)c2ccc(F)cc2)c1	3.2%	1.6%	-7.9%
Cc1cc(C)c(C)c(S(=O)(=O)N(C)CCc2ccccn2)c1C	0.5%[50 µM]	3.7%	5.3%
C[C@H]1COC(=O)[C@@H](Cc2ccc(F)cc2)C/C=C\C[C@H](CC(=O)NCCO)C(=O)N1	-0.6%	6.4%	7.6%
O=C(COC(=O)Cc1ccccc1)NCc1ccc2c(c1)OCO2	-0.9%	-3.1%	0.3%
O=C1N[C@@H](Cc2c[nH]c3ccccc23)COC(=O)[C@@H](Cc2ccc(F)cc2)C/C=C\C[C@H]1CC(=O)N(CCO)Cc1ccccc1	-0.9%	-4.0%	3.1%
COc1ccc(S(=O)(=O)N2CCCCC2)cc1NC(=O)c1cccc(S(=O)(=O)N2CC(C)OC(C)C2)c1 (stereo not given)	0.5%[50 µM]	2.6%	4.2%
C[C@H](CO)N1C[C@H](C)[C@@H](CN(C)S(=O)(=O)c2cn(C)cn2)Oc2c(NS(=O)(=O)c3ccccc3)cccc2C1=O	0.0%	-7.6%	2.5%	NS5 inhibitors pilot replicate=0.0
Nc1cccc(N=[N+]([O-])c2cccc(N)c2)c1	-3.6%	-0.8%	7.8%
COCCCn1c(SC(C)C(=O)Nc2c(C)n(C)n(-c3ccccc3)c2=O)n[nH]c1=O (stereo not given)	1.0%[50 µM]	0.7%	5.6%
CC(C)(C)N(Cc1ccccc1)C(=O)COC(=O)C1=NN(c2ccccc2)C(=O)CC1	0.0%[50 µM]	3.7%	2.5%
CC12CCCCC1C(C(N)=O)C(=O)O2 (stereo not given)	-0.9%	-6.2%	3.7%

Fetched by structure from above:
SMILES	K1F lysis inhibition	NS5 inhibitors	Rac1 GTP hydrolysis	others
CCN(C[C@H]1N[C@@](CC)(C(=O)OC)[C@H]2C(=O)N(Cc3ccccc3)C(=O)[C@@H]12)S(=O)(=O)c1ccc(C)cc1	0.0%	4.6%	1.3%
O=C1C(Cl)=C(NCCc2ccccc2)C(=O)c2ccccc21	-6.1%	9.15µM*	218µM*
O=C(COC(=O)[C@@H]1CC(O)CN1S(=O)(=O)c1ccc2c(c1)OCCO2)Nc1cc(F)ccc1F (stereo not given in full)	0.5%[50 µM]	0.0%	3.8%
Cc1cc(C)c(C)c(S(=O)(=O)N(C)CCc2ccccn2)c1C	0.5%[50 µM]	3.7%	5.3%
O=C(O)C(c1ccccc1)C(O)C1CCCC1 (stereo not given)	-0.5%	8.9%	-2.0%
C=CC[C@@H](CC(=O)OC(C)(C)C)C(=O)OC[C@H]1CCCN1C(=O)[C@@H](CC=C)CC(=O)NCCO	1.4%	4.1%	4.2%

More records follow.
SMILES	K1F lysis inhibition	NS5 inhibitors	Rac1 GTP hydrolysis	others
CSc1nc(S(C)(=O)=O)nc2[nH]c(=O)[nH]c12	2.1%	-6.6%	-4.5%
CCOc1ccc(CCNC(=O)COC(=O)CSc2ccc(C)cc2)cc1OCC	0.4%[50 µM]	-3.6%	6.4%
CNC(=O)c1sc(N2N=C3/C(=C\c4ccccc4)CCCC3C2c2ccccc2)nc1C (stereo not given)	0.6%	6.2%	3.0%
COC(=O)c1ccc2nc3c(cc2c1)[C@@H]1CCN2C(=O)CCC[C@H](C3)[C@H]12	0.1%	3.2%	2.3%
Cc1cc(C)c(C)c(S(=O)(=O)N[C@@H](C)C(=O)OCC(=O)NC2CCCC(C)C2C)c1C (stereo not given in full)	-1.4%[50 µM]	-2.2%	7.0%
O=C(O)CC/C(=C/c1cccc(NC(=O)c2ccccc2Cl)c1)c1nc2ccccc2s1	-4.5%	3.9%	9.5%
CC1CCCC(NC(=O)COC(=O)c2ccc3c(c2)OCCO3)C1C (stereo not given)	-0.2%	5.1%	3.5%
C[C@H](CO)N1C[C@H](C)[C@@H](CN(C)S(C)(=O)=O)Oc2c(NC(=O)Nc3ccc4c(c3)OCO4)cccc2C1=O	0.3%	-5.0%	4.3%	NS5 inhibitors pilot replicate=-7.6
O=C(COC(=O)c1c(F)cccc1Cl)NCC1CCCCC1	1.4%	-4.7%	-6.4%
C=CCc1ccccc1Oc1cc(OC)nc(N)n1	1.3%[50 µM]	-7.3%	5.4%
Nc1ncnc2c1ncn2[C@@H]1O[C@H](CNCc2c(OCc3ccccc3F)ccc3ccccc23)[C@@H](O)[C@H]1O	0.3%	2.3%	8.3%	NS5 inhibitors pilot replicate=1.8
COc1ccc(CCC(=O)OCC(=O)Nc2sccc2C(N)=O)cc1OC	1.2%[50 µM]	-0.7%	10.9%
C=CCC[C@H](Cc1ccc(F)cc1)C(=O)OC[C@@H](C)NC(=O)[C@@H](CC=C)CC(=O)N[C@H](CO)Cc1ccccc1	2.7%	-4.9%	6.1%
O=C1CN(C(=O)COC(=O)c2ccc([N+](=O)[O-])s2)c2ccccc2N1	-7.5%	5.4%	4.2%
O=C(C(Br)=Cc1ccccc1)c1ccccc1	-5.2%	-24.8%	3.6%
O=C(COC(=O)c1ccccc1O)Nc1ccc2ccccc2c1	0.6%	-8.2%	1.2%
Cc1c(C=NNC(=O)c2ccc(Br)cc2)c2ccccn2c1C(=O)c1ccncc1	0.7%[50 µM]	1.5%	7.4%
CC1=C(C(=O)O)CC(S(=O)(=O)O)C1(C)C (stereo not given)	0.7%	-6.9%	2.6%
O=C(OCC(=O)c1ccc(Cl)s1)c1cncc(Br)c1	1.5%[50 µM]	-8.4%	5.1%
Cc1c(Cl)cccc1NC(=O)CNC(=O)c1ccc2c(c1)OCCO2	-0.1%[50 µM]	-8.4%	-0.4%
O=C(CCC(=O)Nc1ccccc1Cl)NNC(=O)C1CCCCC1	3.3%	4.7%	-5.7%
COc1ccc(-c2nnc(-c3ccc4ccccc4c3)o2)cc1	5.0%	0.0%	5.2%
Nc1nc(SCc2ccccc2)c2ncn(C3OC(CO)C(O)C3O)c2n1 (stereo not given)	-0.8%	3.2%	10.4%
Cc1nc(N)nc(Cl)c1CCC1OCCO1	-2.3%	-1.2%	3.0%
CCOC(=O)C1CCCCN1C(=O)c1cc2ccc(OC)cc2c2cc(OC)c(OC)cc12 (stereo not given)	2.2%	-4.4%	3.4%

A draw from above in order of count of non-hydrogen atoms, lowest first:
SMILES	K1F lysis inhibition	NS5 inhibitors	Rac1 GTP hydrolysis	others
CSc1nc(S(C)(=O)=O)nc2[nH]c(=O)[nH]c12	2.1%	-6.6%	-4.5%
COc1ccc(-c2nnc(-c3ccc4ccccc4c3)o2)cc1	5.0%	0.0%	5.2%
C[C@H](CO)N1C[C@H](C)[C@@H](CN(C)S(C)(=O)=O)Oc2c(NC(=O)Nc3ccc4c(c3)OCO4)cccc2C1=O	0.3%	-5.0%	4.3%	NS5 inhibitors pilot replicate=-7.6

Going on with the list.
SMILES	K1F lysis inhibition	NS5 inhibitors	Rac1 GTP hydrolysis	others
CC(C)(C)OC(=O)NCCCCCNC(=O)c1[nH]cnc1C(=O)N[C@@H](Cc1ccccc1)C(=O)OC(C)(C)C	0.0%	-6.8%	13.7%
O=C(CCN1C(=O)CSc2ccccc21)Nc1ccc(C(F)(F)F)cc1	0.3%[50 µM]	1.5%	3.0%
COc1cc([C@@H]2OC[C@@H]3[C@H]2CO[C@@H]3c2ccc3c(c2)OCO3)ccc1O	0.7%	-1.2%	15.6%
CCOC(=O)C(C(=O)Cc1ccccc1)c1ccccc1 (stereo not given)	-1.8%	-5.4%	4.4%
C[C@]12c3[nH]c4cc(-c5ccco5)ccc4c3CCN1C(=O)[C@@H](CC(=O)NCc1ccco1)C[C@@H]2C(=O)N1CCCCC1	0.1%	-5.9%	15.5%
O=C(Nc1ccc(S(=O)(=O)NC2=NCCCCC2)cc1)c1ccc(Cl)c([N+](=O)[O-])c1	0.7%[50 µM]	-3.0%	5.7%
Cc1cccc(NC(=O)COC(=O)c2ccc(S(=O)(=O)N3CCCCCC3)cc2)c1	1.0%[50 µM]	-5.8%	9.2%
CCOC(=O)C1Oc2ccccc2C(c2ccc(C)cc2)=C1C(=O)OC (stereo not given)	0.0%	1.0%	3.2%	NS5 inhibitors pilot replicate=-0.3
CC(C)(C)S(=O)(=O)N1C[C@@H]2CC/C=C\C/C=C\2[C@H]1CCO	0.2%	-1.3%	12.8%	NS5 inhibitors pilot replicate=-3.7
CCOC(=O)N1CCN(c2ccc(S(=O)(=O)N3CCOCC3)cn2)CC1	0.7%[50 µM]	-7.0%	4.6%
CC1Cc2cc(/C(O)=C3/C(=O)C(=O)N(CCCn4ccnc4)C3c3ccc([N+](=O)[O-])cc3)ccc2O1 (stereo not given)	0.0%	-4.5%	8.0%
Nc1cc(=O)[nH]c(SCC(=O)Nc2ccc(N3CCOCC3)cc2)n1	0.2%[50 µM]	-2.2%	6.8%
CCN(C[C@H]1N[C@@](C)(C(=O)OC)[C@H]2C(=O)N(Cc3ccccc3)C(=O)[C@@H]12)C(=O)Nc1ccc(OC)cc1	0.2%	12.2%	2.6%	NS5 inhibitors pilot replicate=-0.3
C[C@H](CO)N1C[C@H](C)[C@@H](CN(C)S(=O)(=O)c2cccs2)Oc2c(NC(=O)NC3CCCCC3)cccc2C1=O	-0.4%	-4.0%	1.1%
CCC1=C(c2ccc(OC)cc2)CCC(C(=O)O)C1C (stereo not given)	-3.1%	11.3%	-8.2%
COc1ccc(CCC(=O)OCC(=O)NC(=O)c2ccc(Cl)cc2)cc1	-2.4%	-21.0%	-0.4%
CCOC(=O)c1c(C)[nH]c(C(=O)OCC(=O)NCc2ccccc2)c1C	0.8%[50 µM]	-3.0%	7.4%
C=C1C(=O)C23C(O)C1CCC2C12CCCC(C)(COC(C)=O)C1C(O)C3(O)OC2 (stereo not given)	1.6%	-69.8%	23.4%
COc1ccccc1[C@H]1C(c2cccc(Cl)c2)=NN(c2ccccc2)[C@@H]1CO	0.2%	-8.3%	-3.9%	NS5 inhibitors pilot replicate=1.5
C[C@@H]1COC(=O)[C@H](Cc2ccc(F)cc2)CC/C=C/C[C@@H](CC(=O)N[C@H](CO)Cc2ccccc2)C(=O)N1	2.7%	-8.2%	7.5%
O=S(=O)(O)c1cc2onnc2c2ccccc12	1.0%	56.8%	10.9%
Nc1nc2ccc(Cl)cc2[nH]1	4.1%	13.5%	10.0%
COc1cc(C(=O)NNC(=O)/C=C/c2ccccc2)cc(OC)c1OC	-0.5%	-0.8%	2.4%
C[C@H](CO)N1C[C@H](C)[C@@H](CN(C)C(=O)Nc2ccc(C(F)(F)F)cc2)Oc2c(NS(=O)(=O)c3cn(C)cn3)cccc2C1=O	-2.1%	0.0%	5.8%
CC(OC(=O)c1ccco1)C(=O)Nc1nc(-c2ccccc2)cs1 (stereo not given)	-1.9%	-9.3%	17.8%
NC(=O)C1CCCN(C(=O)c2cccc(NC(=O)c3cccs3)c2)C1 (stereo not given)	4.9%[50 µM]	-2.2%	4.8%
CCN(C(=O)COC(=O)c1nccnc1N)c1cccc2ccccc12	2.7%	8.0%	3.4%
O=C(CSc1nnc(C2CC2)n1C1CC1)c1cc(F)ccc1F	0.7%[50 µM]	-5.1%	9.0%
COC(=O)C1=NNC(C(=O)OC)C1c1ccccc1 (stereo not given)	6.2%	2.3%	1.5%
CC(C)=C[C@@H]1C[C@H](C)[C@H]2CC[C@H](C)c3c(O[C@@H]4O[C@@H](C)[C@@H](O)[C@@H](O)[C@@H]4O)c(O)c(C)c1c32	-2.0%	-5.5%	0.8%

An excerpt (hit frequency here may not be typical).
